# Neddyl block: inhibitors of cullin neddylation, primary screen, biochemical, TR-FRET, uHTS, NAE and Ubc12; 360,000 tested, 0.58% active; calls only at 25 µM; in the data active = inhibition above about 36%
# Rin1 Abl inh: inhibitors of Rin1-Abl protein binding, primary screen, biochemical, TR-FRET. AID 588664, 2011. Tyrosine-protein kinase ABL1 (Homo sapiens) + Ras and Rab interactor 1 (Homo sapiens), …. inhibition, % at 7.35 µM. 360,000 tested, 0.4% active; in the data active = inhibition above about 5%, passing the limit was not always enough
# MsrA inhibitor: bovine MsrA enzyme inhibitors, primary screen, biochemical, absorbance, HTS; inhibition, % at 15.5 µM; AID 651718, 2012; Methionine sulfoxide reductase A (Bos taurus); 360,000 tested, 0.75% active; purified bovine MsrA, absorbance read-out; in the data active = inhibition above about 4.5%;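 note: 0% = vehicle wells with enzyme and 100% = reference inhibitor wells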
# SKN-1 inh: suppressors of acrylamide-induced Pgst-4::GFP reporter in worms, primary screen, SKN-1 inhibitor project, whole organism, uHTS, GFP/RFP fluorescence ratio, strain VP596. C. elegans VP596 Pgst-4::GFP/RFP ratio, 24 h. inhibition, % at 21.8 µM. 360,000 tested, 0.49% active. AID 624304, 2012;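 active = interference check ratio from 0.5 to 1.5 plus GFP to RFP signal ratio inhibition reaching or exceeding a fixed threshold, cut at about 30% in these data, passing the limit was not always enough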; note: some compounds called inactive have numbers as strong as hits
# MT1-MMP act inh: blockers of MT1-MMP proenzyme processing, primary screen, HT1080 RFP-PRO-GFP cells, GFP/RFP fluorescence; GFP/RFP ratio fluorescence, overnight; percent of plate control window, DMSO zero; GFP/RFP ratio change, % at 20 µM; 360,000 tested, 0.061% active; Matrix metalloproteinase-14 (Homo sapiens), P50281;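 active = GFP/RFP ratio change of at least 30% with cell ATP level not reduced by more than half and red fluorescence within 50% of control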; note: strong numbers were not always called active
#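 system = RFP-PRO-GFP reporter HT1080 cells | dosing = 20 µM single dose, 1% DMSO | timing = overnight cell settling, then overnight compound exposure, 37 °C, 5% CO2 | read-out basis = GFP/RFP fluorescence ratio | controls = DMSO and RFP-L50D-GFP cell wells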
# NRP1-CendR mod: modulators of CendR peptide binding to NRP-1, primary screen, biochemical, fluorescence polarization, uHTS | Neuropilin-1 (Homo sapiens), O14786 | FAM-RPARPAR peptide binding to NRP-1 | inhibition, % at 25 µM | 360,000 tested, 0.85% active | AID 602438, 2012;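 active = inhibition or corrected inhibition above about 18%, plus a signal ratio from 0.5 to 1.5, limit read from the data, passing the limit was not always enough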; note: strong numbers were not always called active
# FAS-TE inh: FAS thioesterase domain inhibitors, primary screen, biochemical, fluorescence intensity, uHTS; 360,000 tested, 0.67% active; recombinant FAS-TE, OMFH fluorogenic substrate, fluorescence endpoint; Fatty acid synthase (Homo sapiens), P49327; AID 602261, 2012; inhibition, % at 15 µM;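 active = compounds whose normalised, plate-corrected inhibition of enzyme fluorescence in the single-dose primary screen is 50% or more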;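 note: 0% = DMSO with enzyme and 100% = substrate without enzyme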
# MsrA act: bovine MsrA enzyme activators, primary screen, biochemical, absorbance, HTS; Methionine sulfoxide reductase A (Bos taurus); activation, % at 10.6 µM; AID 602163, 2012; 360,000 tested, 0.3% active; purified bovine MsrA, absorbance read-out; in the data active = activation above about 7.5%;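 note: 0% = vehicle and 100% = reference activator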
# eLon inh: inhibitors of E. coli Lon protease, primary screen, biochemical, fluorescence polarization; AID 602123, 2011; inhibition, % at 7.94 µM; 360,000 tested, 0.42% active; P0A9M0; purified E. coli Lon protease; in the data active = inhibition above about 13%, passing the limit was not always enough;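 note: 0% = enzyme with probe and DMSO and 100% = no enzyme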
# Starred values were filed as active, the others as inactive; i = inactive; · = no result given; + = active, no number. Compounds as they come; about 4.2% have a hit in one of these screens.
SMILES,Neddyl block,Rin1 Abl inh,MsrA inhibitor,SKN-1 inh,MT1-MMP act inh,NRP1-CendR mod,FAS-TE inh,MsrA act,eLon inh
CCCOc1ccc(-c2nnc(N)s2)cc1,i,-2.3,-0.4,23.6,-1.8,-20.0,-10.7,-2.1,3.3
CCOc1ccc(CC(=O)N/N=C/c2cccnc2)cc1OCC,i,-1.8,-0.4,-19.5,1.3,1.3,-5.7,-3.8,-2.3
CC(=O)NS(=O)(=O)c1ccc(N=NN2CCCCCC2)cc1,i,2.8,1.5,-6.7,-2.7,3.1,-7.2,-8.7,-10.3
O=C(Cc1ccccc1)Nc1ccc(NC(=O)c2ccc(Br)cc2)cc1,i,0.3,-0.8,4.7,2.0,10.5,-2.3,-2.6,-8.2
Cc1ccccc1NC(=O)CSc1nnc(C)c2ccccc12,i,-2.6,0.2,-9.2,-0.9,8.0,-3.5,-0.6,-2.0
Cc1cc(NC(=O)CSc2nnc(NC(=O)C3CC(=O)N(c4ccccc4C)C3)s2)no1 (centres undefined),i,-5.5,-0.7,2.0,-3.9,-1.2,-9.1,-2.1,-7.4
Cc1ccc(Nc2nc3nonc3[nH]c2=O)cc1Cl,i,0.3,2.5,-1.7,-6.2,-0.5,7.7,-2.1,8.4
CCCNS(=O)(=O)/C=C/c1ccccc1,i,1.4,-1.3,0.7,-0.2,1.5,-3.5,-6.3,-4.2
COc1ccccc1NC(=O)C1CCCN(S(=O)(=O)c2ccc(-n3cnnn3)cc2)C1 (centres undefined),i,2.1,1.3,-20.5,-0.1,0.6,3.6,-9.7,1.6
CC1=C(c2ccc(C)cc2)[N+](=O)C(C)(C)N1[O-],i,1.8,0.8,5.8,-9.1,5.7,-4.9,-1.5,6.2
COc1cccc(-c2cnc(C(O)c3c(C)ccc4ccccc34)[nH]2)c1 (centres undefined),i,-0.9,-1.1,14.9,0.4,6.0,-1.3,-1.8,-10.3
CCCCn1c(CN(C)Cc2ccccc2)nc2c1c(=O)n(C)c(=O)n2C,i,1.3,-0.8,14.3,-9.6,-12.5,4.5,-2.3,-4.5
Clc1ccc(COn2c(-c3ccc(Cl)cc3)nc3ccccc32)cc1,i,-4.2,0.4,13.4,-11.6,7.9,46.1,-2.4,6.7
O=C1c2ccc(Oc3ccc4c(c3)C(=O)N(CCCO)C4=O)cc2C(=O)N1CCCO,i,0.0,-0.1,10.5,0.1,14.1,-9.0,-5.3,-7.4
CCCOc1ccc(/C=C/C(=O)Nc2ccc([N+](=O)[O-])cc2C)cc1,i,-1.1,-0.5,5.6,-13.0,4.0,46.9,-5.5,-4.5
CCOc1ccc(-n2c(Cc3cc(=O)[nH]c(=O)[nH]3)nnc2SCC(N)=O)cc1,i,-4.8,-0.9,-19.8,-6.9,19.0,-9.5,-10.7,15.6
O=C(NCCc1ccccn1)c1cccc(S(=O)(=O)N2CCCCCC2)c1,i,2.9,1.4,6.0,11.0,1.5,-7.6,1.1,-5.8
Clc1ccc2nc(C3CCCCC3)c(CC3CCCCC3)n2c1,i,2.7,0.1,10.3,-4.1,-1.2,12.9,-2.2,-3.8
Cc1cc(NC(=O)CCC(=O)N(c2ccccc2)C(C(=O)NC2CCCC2)c2ccccc2F)no1 (centres undefined),i,5.0,0.0,18.3,0.5,-2.5,0.9,-1.6,-2.6
O=C(Nc1ccccc1)c1ccc(S(=O)(=O)N2CCCC2)cc1,i,2.4,1.1,-1.1,2.8,0.3,-8.3,-8.8,0.5
Cc1nc2cc(NC(=O)c3ccc(S(=O)(=O)N(C)c4ccccc4)cc3)ccc2o1,i,0.9,0.7,3.4,2.2,-8.7,9.5,-2.2,-2.9
CCOC(=O)C1CCN(S(=O)(=O)c2cnc[nH]2)CC1,i,-3.0,-1.4,8.1,3.8,8.8,-8.1,4.5,-2.8
COc1ccc2c(=O)c3c(=O)n(Cc4ccco4)c(-c4ccc(C)cc4)nc3oc2c1,i,-4.1,2.1,6.4,-1.8,-7.6,16.0,-5.6,-4.1
Cc1ccnc(NC(=O)C2(c3cccs3)CCOCC2)c1,i,-5.8,0.2,10.2,2.6,2.0,-10.8,-5.9,-2.2
CCOC(=O)Cc1csc(NC(=O)/C=C/c2ccc(Cl)cc2)n1,+,-0.4,1.2,-13.9,-13.0,7.6,3.0,-2.8,2.9
COc1ccc(C2c3ccc(O)cc3Oc3ncn4nc(-c5ccco5)nc4c32)cc1OC (centres undefined),i,0.6,1.6,-9.5,-3.8,-16.3,-0.3,-6.3,-10.2
O=C(Nc1cc(Cl)ccc1Cl)c1ccc(OC(=O)c2ccco2)cc1,i,-2.3,-0.8,-11.0,-2.5,-4.6,1.3,-10.3,-0.5
O=C(NC1CCCC1)C(c1ccc(F)cc1)N(C(=O)c1csnn1)c1ccccc1F (centres undefined),i,0.7,-0.2,23.7,-4.4,8.2,-6.1,0.0,-3.2
c1cncc(-c2noc(C34CC5CC(CC(C5)C3)C4)n2)c1,i,-5.4,-0.5,2.8,-6.1,14.8,7.3,-2.8,-0.9
Cc1cc(=O)oc(C)c1C(=O)NCc1ccc(F)cc1,i,0.3,2.7,5.3,-5.8,0.9,-0.8,-4.6,-2.2
Cn1cc([N+](=O)[O-])c(C(=O)Nc2ccc(C3CCCCC3)cc2)n1,i,4.5,-0.3,-3.9,-8.9,-2.1,51.8*,-1.8,8.9
CCN(c1ccc(NC(=O)CSCc2c(C)noc2C)cc1)C(C)C,i,1.6,2.5,-2.7,1.0,4.5,-3.4,1.6,-15.8
COc1cc(C(=O)OCC(=O)NC(=O)NC2CCCCC2)cc(Cl)c1OC,i,-3.3,-0.8,-7.0,0.3,-7.4,17.9,-0.6,3.8
COc1ccc(C)cc1N(CC(=O)O)S(=O)(=O)c1ccc(C)cc1,i,-4.1,-0.1,-5.5,-0.4,-0.5,-4.3,-3.3,-5.1
CC(C)(C)OC(=O)N1CCC(NC(=O)c2nc[nH]c2C(=O)N2CCc3ccccc3C2)CC1,i,-0.7,-0.1,16.5,3.0,30.0*,-7.2,-1.9,-5.5
CC(C)(C)n1ncc2c(=O)n(CC(=O)NCc3ccccc3Cl)cnc21,i,-4.4,-0.6,13.4,5.0,-1.6,-1.4,0.1,10.6
CCOC(=O)[C@]12CCC=C1N(CCC1=CCCCC1)C(=O)[C@H](CC(=O)NCc1cccc(C(F)(F)F)c1)C2,i,·,0.6,7.3,1.8,9.7,15.4,-1.1,-3.3
COc1ccc([N+](=O)[O-])cc1NC(=S)NC(NC(=O)Cc1ccc(OC)c(OC)c1)C(Cl)(Cl)Cl (centres undefined),i,-3.1,2.3,17.9,6.7,-2.5,1.7,-3.8,2.2
COc1ccc2[nH]c(C(=O)N/N=C/c3ccc(O)cc3O)cc2c1,+,4.1,6.3*,-2.8,-9.9,5.8,8.0,-3.7,6.9
C/C(=N\NC(=O)C1COc2ccccc2O1)c1ccc(C)o1 (centres undefined),i,0.3,0.7,-7.0,4.3,0.8,-2.7,-11.7,-9.1
COC(=O)[C@@]12C[C@@H](CC(=O)N3CCC(c4ccccc4)CC3)C(=O)N(CCc3ccc(OC)c(OC)c3)C1=CCC(C)(C)C2,i,·,-0.1,-2.8,-6.4,3.9,·,·,·
Cc1ccc(S(=O)(=O)N/N=C/c2cc(Br)c(C)o2)cc1,i,0.0,1.9,18.6,-5.6,11.5,5.0,-4.3,16.6*
CC(C)N1CCC(C)(C(=O)Nc2cccc(Oc3ccccc3)c2)C1 (centres undefined),i,2.0,-0.1,5.3,6.2,-9.0,-7.3,-3.3,-20.3
COc1cc(OC)cc(C(=O)N2CCC(n3c(C)nc4cc(F)ccc43)CC2)c1,i,-0.7,1.1,-3.0,-3.1,2.1,-2.8,-0.4,5.8
CN(C)c1cccc(C(=O)NCc2ccccc2)c1,+,-0.1,-1.6,-4.8,-4.1,8.4,-2.5,0.7,-0.2
O=C(Cc1cccs1)N(Cc1ccco1)C1(C(=O)NC2CCCCC2)CCCCC1,i,-3.0,-0.1,-0.4,-12.2,11.6,9.8,-0.1,-1.7
CCCn1c(N)c(C(=O)CN(C)CC(=O)Nc2ccc(F)cc2)c(=O)[nH]c1=O,i,0.8,-0.8,0.6,2.3,9.4,-6.4,-3.2,-13.2
[O-][n+]1c2c(c3c4non(O)c4ccc31)CCCC2,i,-3.3,-0.3,15.5,10.8,10.2,-155.3,-5.3,-10.8
COc1cccc(NC(=O)NCCc2ccc(Cl)cc2)c1,i,3.2,-2.5,6.9,-3.3,-8.7,2.2,-2.7,-5.8
O=C(Cn1c(=O)[nH]c2ccccc2c1=O)N1CCN(Cc2ccc3c(c2)OCO3)CC1,i,-0.2,0.7,13.4,9.7,1.3,-6.9,-0.5,2.5
Cc1ccc(-c2nnc(SCC(=O)NNC(=O)COc3ccccc3C)n2C)cc1,i,-0.9,0.7,-10.0,7.2,1.0,-8.4,-2.6,-13.7
Cc1ccccc1NC(=O)CSc1nnc(-c2ccccn2)o1,i,0.7,1.8,-0.6,-0.6,2.6,-4.0,-0.8,0.1
Cc1ccc(-c2nc(NCc3ccco3)n(C(=O)c3ccco3)n2)cc1,·,-0.4,-0.5,10.2,4.0,-1.7,23.3,-0.1,-6.5
Cc1ccc(CNC(=O)COc2ccc(S(=O)(=O)NC(C)C)cc2)cc1,i,-2.1,-0.8,7.9,4.3,4.2,0.4,-12.1,-1.0
O=C(CCOc1ccccc1)Nc1ccc(Cl)c(S(=O)(=O)N2CCOCC2)c1,i,-1.1,-0.1,9.0,-0.1,-4.3,3.0,0.3,-6.8
CC(=O)Nc1ccc(C2(O)COc3ccccc3O2)cc1 (centres undefined),i,-8.5,-0.9,2.9,2.8,-2.8,-6.2,-3.4,0.2

# Shown as a hit in NRP1-CendR mod (from the list above):
SMILES	Neddyl block	Rin1 Abl inh	MsrA inhibitor	SKN-1 inh	MT1-MMP act inh	NRP1-CendR mod	MsrA act	eLon inh
CC(C)(C)OC(=O)N1CCC(NC(=O)c2nc[nH]c2C(=O)N2CCc3ccccc3C2)CC1	i	-0.7	-0.1	16.5	3.0	30.0*	-1.9	-5.5

# Record cards (already shown):
# Results for `Cc1ccc(S(=O)(=O)N/N=C/c2cc(Br)c(C)o2)cc1` : Neddyl block = i; Rin1 Abl inh = 0.0; MsrA inhibitor = 1.9; SKN-1 inh = 18.6; MT1-MMP act inh = -5.6; NRP1-CendR mod = 11.5; FAS-TE inh = 5.0; MsrA act = -4.3; eLon inh = 16.6*
# Results for `COC(=O)[C@@]12C[C@@H](CC(=O)N3CCC(c4ccccc4)CC3)C(=O)N(CCc3ccc(OC)c(OC)c3)C1=CCC(C)(C)C2` : Neddyl block = i; Rin1 Abl inh = ·; MsrA inhibitor = -0.1; SKN-1 inh = -2.8; MT1-MMP act inh = -6.4; NRP1-CendR mod = 3.9; FAS-TE inh = ·; MsrA act = ·; eLon inh = ·
# Results for `Cc1ccc(CNC(=O)COc2ccc(S(=O)(=O)NC(C)C)cc2)cc1` : Neddyl block = i; Rin1 Abl inh = -2.1; MsrA inhibitor = -0.8; SKN-1 inh = 7.9; MT1-MMP act inh = 4.3; NRP1-CendR mod = 4.2; FAS-TE inh = 0.4; MsrA act = -12.1; eLon inh = -1.0
